Screens from PubChem.
Hep lipid drop: modulators of hepatic lipid droplet formation. AML12 mouse hepatocytes, oleate lipid droplets, BODIPY imaging. inhibition, % at 6.5 µM. 0.4% of 240,000 active. AID 1656;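 active = lipid droplet intensity inhibited by at least 50%, with more than 500 cells counted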
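Assay system: AML12 hepatocytes (mouse); Probe or stimulus: oleic acid at 100 µM to induce lipid droplet formation; Dosing: compound at 6.5 µM only; Schedule: compound with oleate, overnight; Detection: fluorescence imaging, 20x objective, two fields per well; Measure: % inhibition of lipid droplet signal.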
Hep lipid drop cells 6.5 µM: recorded beside Hep lipid drop, whose call it bears; cell count; measured here: cell count, cytotoxicity flag;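 cells counted across two imaged fields per well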
* marks the source's active call; other numbers are inactive results. A portion of the library (hit frequency here may not be typical).

SMILES	Hep lipid drop	Hep lipid drop cells 6.5 µM
CCc1nc(SCC(=O)Nc2ccccc2)c2c(=O)n(C)c(=O)n(C)c2n1	-1.1	789
CCOc1ccccc1C(=O)NC1CCN(Cc2ccccc2)CC1	1.2	805
CCc1nnc(NC(=O)CCC(=O)NC2CC2)s1	21.2	710
CCC(C)[C@H](NC(=O)N1CC(=O)Nc2ccccc21)C(=O)N[C@H](C(=O)O)c1ccccc1 (some centres not stated)	8.0	705
COc1ccccc1C(=O)Nc1nnc(-c2ccc(F)cc2)s1	6.6	807
COc1ccc(CN(C(=O)c2snc(C(N)=O)c2N)C(C)C(=O)NCc2ccc(F)cc2)cc1 (configuration not stated)	-20.2	756
COc1ccc(NS(=O)(=O)c2ccc(C)c(C(=O)NCc3cccnc3)c2)cc1	-30.9	683
CN(Cc1c(C(=O)N/N=C/c2cccc(O)c2)nnn1-c1nonc1N)c1ccccc1	-25.2	668
Cc1cccc2sc(N(CCCN(C)C)C(=O)CCS(=O)(=O)c3ccccc3)nc12	-18.2	728
Cc1ccc(S(=O)(=O)NCc2ccc(C(=O)NCCc3ccc(S(N)(=O)=O)cc3)cc2)cc1	6.3	805

3 of these compounds, reformatted.
Values in the order: Hep lipid drop | Hep lipid drop cells 6.5 µM
CN(Cc1c(C(=O)N/N=C/c2cccc(O)c2)nnn1-c1nonc1N)c1ccccc1
    -25.2 | 668
Cc1cccc2sc(N(CCCN(C)C)C(=O)CCS(=O)(=O)c3ccccc3)nc12
    -18.2 | 728
Cc1ccc(S(=O)(=O)NCc2ccc(C(=O)NCCc3ccc(S(N)(=O)=O)cc3)cc2)cc1
    6.3 | 805

(list continues)
SMILES	Hep lipid drop	Hep lipid drop cells 6.5 µM
CCC1CCCCN1CCCNC(=O)c1cn(C)c2ccc(S(=O)(=O)N(C)C3CCCCC3)cc2c1=O (configuration not stated)	-1.0	765
CCn1cc(C(=O)N[C@@H](CCSC)C(=O)NCCO)c(=O)c2cc3c(cc21)OCO3	12.2	840
O=C(CCNC(=O)C1CCN(S(=O)(=O)c2ccc(F)cc2)CC1)Nc1nccs1	23.2	775
CC(C)(O)C#Cc1ccc(C(=O)Nc2ccc3c(c2)OCO3)s1	-10.3	713
COc1ccc(-c2nc(CS(=O)CC(=O)NCc3ccccc3)c(C)o2)cc1OC (configuration not stated)	-20.3	639
COc1cccc(-n2nnnc2SCC(=O)Nc2ccccc2OC)c1	-0.6	774
COc1ccc(/C=C(/NC(=O)c2ccc(OC)c(OC)c2)C(=O)NCCCn2ccnc2)cc1	14.5	769
O=c1ccc(-c2ccc(S(=O)(=O)N3CCN(c4cccc(Cl)c4)CC3)o2)n[nH]1	-16.6	721
Oc1ccc(C2=NN(c3ccccc3)C(c3ccc(F)cc3)C2)cc1 (configuration not stated)	-14.8	825
CC(C)CC(C(=O)NC(C)(C)C)N(Cc1ccccc1Cl)C(=O)c1snc(C(N)=O)c1N (configuration not stated)	-18.7	787
COc1cc(OC)c(C(=O)NCc2ccco2)cc1OC	10.0	826
C=CCOn1c(=O)c(-c2ccc(Br)cc2)[n+]([O-])c2ccccc21	6.8	814
Cc1cc(S(=O)(=O)N2CCCC(C)C2)ccc1-n1cnnn1 (configuration not stated)	-4.8	794
O=C(CC1C(=O)NCCN1Cc1ccccc1C(F)(F)F)NCCN1CCOCC1 (configuration not stated)	2.0	787
O=C(N/N=C/c1ccoc1)c1ccccc1	4.1	827
COc1ccc(C(=O)N/N=C\c2coc3ccc(C)cc3c2=O)cc1	-10.9	806
OCCCNCc1ccc(N(c2ccccc2)c2ccccc2)cc1	-18.9	764
O=C(CCN1CCOCC1)NC1CCCN(Cc2ccccc2F)C1 (configuration not stated)	0.0	908
CCOc1ccc(C(=O)NCC(=O)N2CCC3CCCCC3C2)cc1OCC (configuration not stated)	-3.9	759
CN(C(=O)CC1C(=O)NCCN1Cc1cccc(F)c1F)C1CCOCC1 (configuration not stated)	-27.5	707
CN(C)CCCN(C(=O)CCS(=O)(=O)c1ccccc1)c1nc2cc3c(cc2s1)OCO3	-21.7	691
CCOc1cc2c(cc1OC)C(NC(=O)c1ccco1)CC2=O (configuration not stated)	-2.6	847
CN(Cc1c(C(=O)N/N=C/c2cccc(F)c2)nnn1-c1nonc1N)C1CCCCC1	-1.7	756
COc1ccc(NS(=O)(=O)c2cccc(C(=O)N3CCN(Cc4cc(OC)ccc4OC)CC3)c2)cc1	-32.5	746
Cc1noc(C)c1C(=O)N1CCN(S(=O)(=O)c2cccs2)CC1	-6.5	605
CCN1C(=O)[C@H]2[C@@H](c3ccc(C)cc3)N3C(=O)N(c4ccc(C)cc4)C(=O)[C@@]3(C)[C@H]2C1=O	-1.3	754
COc1cc(CNc2ccc3[nH]c(=O)[nH]c3c2)ccc1OCc1cccc(C)c1	11.4	836
CCc1sc(C(=O)NCc2ccco2)cc1C	13.2	724
Cc1ccc(F)c(NC(=O)c2cncn2-c2ccccc2)c1	-32.5	789
Cc1cc(C)nc(/N=C(\N)Nc2ccc(CC(=O)OC(C)C)cc2)n1	-31.3	804
O=C(NN=C1CCCC1)c1ccccc1O	4.0	809
Cn1c(CN(O)S(=O)(=O)c2ccc(Cl)cc2)nnc1C(F)(F)F	12.9	818
Cc1csc(NC(=O)c2ccc3c(c2)OCO3)n1	7.9	450
C=CCN1C(=O)C2(OCCCO2)c2cccc(Cl)c21	-5.2	791
COc1cc(-c2ccc3c(=O)c4ccccc4n(C)c3c2)cc(OC)c1OC	-4.1	709
COc1ccc(CCNC(=O)CN(c2ccccc2OC)S(=O)(=O)c2ccc(C)cc2)cc1	-9.5	810
COc1ccc(CCN2CC(C(=O)N3CCN(C(C)=O)CC3)CCC2=O)cc1 (configuration not stated)	22.2	810
COc1ccc(CNC(=O)C(=O)NCC2OCCN2S(=O)(=O)c2ccc(F)cc2)cc1 (configuration not stated)	15.5	717
COc1ccc(-c2cc(C(=O)Nc3cccc(O)c3)no2)cc1	12.1	861
CCCOP(=O)(c1ccc(N(C)C)cc1)C(O)c1c(Cl)cccc1Cl (configuration not stated)	-13.9	858
N#Cc1cccc(NC(=O)Cn2cnc(S(=O)(=O)N3CCCCC3)c2)c1	0.0	690
Cc1cccc(/C=C(\C#N)C(=O)Nc2ccccn2)c1	-1.5	807
Cc1ccc(NC(=O)Cn2nnc(C(=O)NCc3cccs3)c2N)cc1F	5.1	723
COCCNC(=O)CSc1ccccc1C(=O)NC1CCSc2ccccc21 (configuration not stated)	-0.1	801
CCOC(=O)[C@H]1[C@H]2COc3cc(OC)ccc3[C@@H]2N2C(=O)N(c3ccc(Cl)cc3)C(=O)[C@@]12C	-13.0	766
COc1ccc2oc(C(=O)OCC(=O)N(Cc3ccccc3)C(C)(C)C)c(C)c2c1	2.6	825
CCN(CC)C(=O)COc1ccc2c3c(c(=O)oc2c1C)CCCC3	9.9	828
Cc1ccccc1CC1CCN(CCCNC(=O)Nc2ccccc2)CC1	-11.3	798
CCOc1ccc(NC(=O)CN2CCc3ccccc3C2)cc1	-13.4	837
O=C(Nc1cccc(-c2cccc(Cl)c2)c1)C1CCN(C2CCC2)CC1	-15.8	681

The listing continues:
SMILES	Hep lipid drop	Hep lipid drop cells 6.5 µM
CC(NC(=O)C(C)N1CCN(Cc2ccccc2)CC1)c1ccc(F)cc1 (configuration not stated)	21.7	765
COc1ccc(NC(=O)CSc2ccc(-c3cccnc3)nn2)c(OC)c1	1.0	820
COc1ccc(NC(=O)c2cc3ccccc3cc2OC)cc1OC	4.6	841
CC12CCC(=O)N1C(C(=O)Nc1cc(S(=O)(=O)N3CCCCCC3)ccc1OCC(F)(F)F)CS2 (configuration not stated)	1.0	785
Nc1ccccc1Sc1c[nH]c2ccccc12	-10.7	680
Cc1cccc(NC(=O)c2ccc3c(c2)OCCO3)n1	-7.9	810
COc1ccc(CN2CCCC(N3CCN(c4ccc(OC)cc4)CC3)C2)cc1 (configuration not stated)	3.2	787
Cc1ccc(-c2nnn(CC(=O)N(CCCO)C(C(=O)NC3CCCC3)c3ccc(Cl)cc3)n2)o1 (configuration not stated)	-2.5	803
CC1CCCC(C)N1C(=O)CSc1nnnn1C1CCCC1 (configuration not stated)	-9.2	711
CCC(=O)Nc1nnc(S(=O)(=O)N(C)c2ccccc2)s1	1.7	822

Three compounds already listed, ordered by number of heavy atoms, rising.
SMILES	Hep lipid drop	Hep lipid drop cells 6.5 µM
CCC(=O)Nc1nnc(S(=O)(=O)N(C)c2ccccc2)s1	1.7	822
CC1CCCC(C)N1C(=O)CSc1nnnn1C1CCCC1 (configuration not stated)	-9.2	711
Cc1ccc(-c2nnn(CC(=O)N(CCCO)C(C(=O)NC3CCCC3)c3ccc(Cl)cc3)n2)o1 (configuration not stated)	-2.5	803

Next section:
SMILES	Hep lipid drop	Hep lipid drop cells 6.5 µM
O=C(Nc1ccc(S(=O)(=O)NC2=NCCCCC2)cc1)c1cc(S(=O)(=O)N2CCOCC2)ccc1F	2.4	812
O=C(Cc1ccc(Br)cc1)NCCc1ccc(F)cc1	-1.0	846
CC(C)(C)n1nc2c(c1NC(=O)c1cc(Cl)ccc1[N+](=O)[O-])CS(=O)(=O)C2	-6.7	721
CCC(=O)N1CCc2cc(OC)c(OC)cc2C1COc1ccc(F)cc1 (configuration not stated)	27.1	812
O=C(CCc1c[nH]c2ccccc12)OCc1ccc(Br)cc1	-11.3	614
CN(Cc1ccccc1)S(=O)(=O)c1ccc2c(c1)CCC(=O)N2	3.7	825
N=C1/C(=C\c2ccc(Br)o2)C(=O)N=C2SC(CC(=O)N3CCCCC3)=NN12	-0.4	767
COc1ccc(OC)c(NC(=O)CSc2ccc(-c3ccco3)nn2)c1	3.8	618
Cc1ccc(S(=O)(=O)N2CCC(Oc3cccc(C(F)(F)F)c3)CC2)cc1	-2.9	852
O=C(O)c1nn(CCOc2ccc(Br)cc2)c(=O)c2ccccc12	-11.5	841
CCOc1ccc(NC(=O)/C(C#N)=C/c2cn(CC(=O)O)c3ccccc23)cc1	29.0	820
Cc1cc(S(=O)(=O)/N=C(\N)c2ccc(C(N)=O)cc2)cc(C)c1F	1.4	776
Cc1nn(C(C)C(=O)NCCCN2CCCCC2C)c(=O)c2c1sc1ccccc12 (configuration not stated)	3.6	639
COc1ccc(-n2c(SC)nc3sc4c(c3c2=O)CCN(C)C4)cc1	9.0	831
CCCCn1c(N)c(N(CC(C)C)C(=O)c2cccc(S(=O)(=O)N3CCCCCC3)c2)c(=O)[nH]c1=O	-4.5	797
COc1ccc(-c2noc(N3CCC(C(=O)NCc4ccc(Cl)cc4)CC3)n2)cc1	-44.4	755
O=C(NCC(=O)N1CCN(c2ccccc2F)CC1)c1ccco1	10.6	732
CSc1nc(O)c(N=Nc2ccc(F)cc2F)c(=O)[nH]1	8.9	825
CCN1CCN(CCNC(=O)c2ccc3nc(-c4cccc(C)c4)c(-c4cccc(C)c4)nc3c2)CC1	-8.6	707
COC(=O)c1sccc1NC(=O)Nc1ccccc1C	-19.4	670
COc1ccc(S(=O)(=O)N(CC(=O)NCC2CCCO2)C2CCCCC2)cc1OC (configuration not stated)	-1.3	826
CC(=O)n1c2ccccc2c2nc3ccccc3nc21	-3.1	824
CN(c1ccccc1)S(=O)(=O)c1nnc(NC(=O)COc2ccccc2)s1	-14.4	703
CCOC(=O)C1(Cc2ccccc2)CCCN(C(=O)c2ccc(-n3ccnc3)cc2)C1 (configuration not stated)	-34.7	549
O=C(CCc1ccccc1)N=C1SC2CS(=O)(=O)CC2N1c1ccccc1 (configuration not stated)	6.8	760
Cc1ccc(C(=O)NCCC(=O)N2CCCC2)cc1	19.0	822
COc1ccc(N(C)C(=O)Cc2c(C(=O)O)n(C)c3ccccc23)c(OC)c1	-9.6	762
COc1ccc(-c2cc(C(=O)N/N=C/c3cccnc3)c3cc(C)cc(C)c3n2)cc1	-18.0	805
Cc1c(C)c2ccc(OCC(=O)Nc3ccccn3)cc2oc1=O	-6.0	725
Cc1cccc(NC(=O)c2ccc(N3C(=O)C4CCCCC4C3=O)cc2)c1C (configuration not stated)	4.7	699
O=C(NCCc1ccccc1)c1ccc(CS(=O)(=O)Cc2ccc(F)cc2)o1	-2.1	706
COC(=O)CN(C)C(=O)c1ccc(OC)c(OC2CCN(C(C)C)CC2)c1	5.8	806
O=C(CCS(=O)(=O)c1ccccc1)Nc1ccc(S(=O)(=O)Nc2ncccn2)cc1	-4.2	834
O=C(CSc1nnc(COc2ccccc2)o1)N1CCCC1	-0.2	808
CN(C)S(=O)(=O)c1ccc2c(c1)nc(CCC(=O)NCCc1ccc(Cl)cc1)n2C	-3.2	808
CC1(C)Cc2c(sc3[nH]c(=O)n(CC(=O)NCC4CCCO4)c(=O)c23)CO1 (configuration not stated)	20.9	806
O=C(NCCC(=O)N1CCC2(CC1)NCCc1[nH]cnc12)c1cccc(Cl)c1	9.5	769
OC(COc1ccccc1F)CN1CCC(Cc2ccccc2)CC1 (configuration not stated)	5.5	805
